Screens: PubChem BioAssay, several laboratories
Dynein cargo inh: dynein cargo transport inhibition; 3617.4 mouse cells, GR-EGFP nuclear translocation imaging; test concentration mostly 20 µM; stimulated with dexamethasone, 1 µM; stronger effect = lower value; z-score, hits read low; 220,000 compounds, 0.47% hits;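 active = plate z-score of nuclear minus cytoplasmic receptor signal below a set negative limit, without overly bright fluorescence or cell loss, cut at about -3.5 in these data, passing the limit was not always enough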;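 note: z-score of nuclear minus cytoplasmic ring GR-EGFP intensity difference per well; some compounds called inactive have numbers as strong as hits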
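Also added – dexamethasone, 1.0 µM final · Buffer or medium – tet-free, stripped-serum medium · Schedule – induction 48 h, compound 1 h, agonist 30 min · Detection – formaldehyde fixation, Hoechst nuclear stain, 10x automated fluorescence imaging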
Yfh1-off respiration: mitochondrial function rescue without frataxin homolog – Friedreich's ataxia, plus single-dose screen, dose response (AID 1465); 220,000 compounds, 0.074% hits; fold induction at 50 µM; hits with a dose series show EC50 in µM; S. cerevisiae Yfh1-off respiration, WST-1 reduction, 72 h; higher fold induction means a stronger effect;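 active = fold induction of absorbance versus untreated yeast above a set limit, then at least 30% activation at any dose in follow-up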;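 note: activators that raise dye reduction in frataxin-depleted yeast; strong numbers were not always called active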
b-catenin transl: alters nuclear translocation of beta-catenin in HeLa cells. 190,000 compounds, 0.3% hits. nuclear translocation activity, % at 5 µM. immunofluorescence imaging. AID 1665;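 active = nuclear translocation activity above 50% at 5 µM, with a well cell count of 50 or more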;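 note: per-cell ratio of nuclear to cytoplasmic median beta-catenin stain intensity; plate controls were DMSO negative control for no effect and GSK-3 inhibitor IX positive control for full effect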
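Test system: human HeLa cells, native beta-catenin. Compound dosing: 5 µM primary single dose, 0.1% DMSO, 0.02–20 µM confirmation series. Incubation: compound exposure 24 h at 37°C. Detection: beta-catenin immunostaining with DAPI counterstain, 20x imaging, 6 fields/well. Read-out basis: Nuclear/cytoplasmic beta-catenin signal ratio, % activation.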
Ins promoter up: MIN6 insulin promoter up-regulation; MIN6 insulin promoter-GFP reporter, high-content imaging; stronger effect = higher value; 190,000 compounds, 0.3% hits; z-score at 5 µM;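 active = z-score above 3 at 5 µM with at least 500 cells counted in the well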
HEK293 NOD2/NF-kB: NOD2 signaling inhibitors, cell-based, luminescence, uHTS, HEK293 (AID 1566) | HEK293 NOD2/NF-kB luciferase reporter, luminescence; higher % means a stronger effect | inhibition, % at 4 µM, or EC50 in µM where a hit was titrated | 290,000 compounds, 0.63% hits; in the data active = inhibition above about 50%; note: many of its hits are not listed in these tables
NOD1 inhibition: NOD1 signaling inhibitors, primary screen, cell-based, luminescence, uHTS (AID 1578) | 290,000 compounds, 1% hits | NOD1-driven NF-kB luciferase reporter cells, luminescence; higher % means a stronger effect | inhibition, % at 4 µM; hits with a dose series show EC50 in µM; in the data active = inhibition mostly above about 36%, no sharp cut-off; inactive = mostly below about 34%;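 note: HEK-293T reporter cells stimulated with the NOD1 agonist gamma-tri-DAP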
MT stabilize HCS: microtubule stabilizers in HeLa cells; HeLa tubulin immunostaining HCS, 24 h; share of cells brighter than vehicle mean+2SD; % tubulin-high responders, % at 10 µM; 200,000 compounds, 0.83% hits;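 active = plate Z-score above 3 for both tubulin-high and condensed-nucleus cell shares, with cell loss under 80%, at 10 µM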;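 note: anti alpha tubulin signal scored within the nucleus-defined area of each cell; some results filed as inactive read as strong as hits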
Autophagy mod: autophagy modulation, high-content screen | MEF GFP-LC3 puncta imaging; test concentration mostly 10 µM | calls only at 10 µM (by protocol) | 190,000 compounds, 0.98% hits | AID 463193;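 active = percentage of spot-positive cells more than 3 SD above its plate mean, without a fluorescence outlier flag or 80% toxicity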;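 note: spot-positive cell cutoff set from DMSO-treated cells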
M17LAP inhibition: P. falciparum M17LAP inhibitors, primary screen, biochemical, fluorogenic H-Leu-NHMec substrate, 1536-well (AID 1619). recombinant M17LAP, H-Leu-NHMec fluorogenic kinetic assay; higher % means a stronger effect. inhibition, % at 30 µM; hits with a dose series show IC50 in µM. 220,000 compounds, 0.38% hits;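 active = compound inhibiting the enzyme by more than half at any dose during confirmatory dose-response retesting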;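 note: plate controls were full reaction with DMSO carrier for no effect and no enzyme background for full effect; strong numbers were not always called active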
Dynein cargo inh cytoplasmic EGFP: recorded beside Dynein cargo inh, whose call it bears; z-score; measured here: cytoplasmic GR-EGFP intensity; stronger effect = higher value
Dynein cargo inh nuclear GR-EGFP: further read-out of Dynein cargo inh, marked with its call; z-score; measured here: nuclear GR-EGFP intensity;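 lower value marks the stronger effect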
Dynein cargo inh cell count: also measured in Dynein cargo inh; calls as there; z-score; measured here: cell count per field
Ins promoter up cell count: second read-out of Ins promoter up, no call of its own (marks repeat the call); cell count; measured here: cytotoxicity, nuclei count;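 total cells summed across four imaged fields per well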
b-catenin transl cell count 5 µM: further read-out of b-catenin transl, marked with its call; cell count; measured here: cell count, cytotoxicity flag
MT stabilize HCS Hoechst-high %: recorded beside MT stabilize HCS, whose call it bears; % Hoechst-high responders; measured here: nuclear condensation Hoechst responders;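 share of cells brighter than vehicle mean plus two SD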
MT stabilize HCS cytotoxicity %: also measured in MT stabilize HCS; calls as there; toxicity, %; measured here: cytotoxicity by cell density;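 0% = mean cell density of plate MIN control wells and 100% = no cells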
Autophagy mod cell loss 18 h: also measured in Autophagy mod; calls as there; toxicity, %; measured here: cell loss, nuclei count;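 cell loss after 18 h compound exposure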
An asterisk follows results filed as active. Not all compounds are listed; count on the stated rates, not on these rows.

`CN1CCC(=NNC(=O)C(=O)NC(C)(C)C)CC1` gave Dynein cargo inh -0.812, Yfh1-off respiration inactive, HEK293 NOD2/NF-kB 20.9%, NOD1 inhibition 12.3%, MT stabilize HCS 2.2, Autophagy mod inactive, M17LAP inhibition 8.1%, Dynein cargo inh cytoplasmic EGFP -0.0375, Dynein cargo inh nuclear GR-EGFP -0.387, Dynein cargo inh cell count 1.05, MT stabilize HCS Hoechst-high % 1.8, MT stabilize HCS cytotoxicity % 4.0 and Autophagy mod cell loss 18 h 6.8.
Screening O=C1CCCC(=NCc2ccco2)C1 returned Dynein cargo inh 0.153, Yfh1-off respiration inactive, b-catenin transl 1.6, Ins promoter up -0.18, HEK293 NOD2/NF-kB 13.8%, NOD1 inhibition 14.9%, MT stabilize HCS 6.2, Autophagy mod inactive, M17LAP inhibition 2.1%, Dynein cargo inh cytoplasmic EGFP -0.179, Dynein cargo inh nuclear GR-EGFP 0.382, Dynein cargo inh cell count 0.192, Ins promoter up cell count 966, b-catenin transl cell count 5 µM 752, MT stabilize HCS Hoechst-high % 3.3, MT stabilize HCS cytotoxicity % 4.8 and Autophagy mod cell loss 18 h 9.9.
Cc1cc(/C=N/NC(N)=O)c(C)c(CO)c1 was read as Dynein cargo inh -0.591, b-catenin transl -0.1, Ins promoter up 1.16, HEK293 NOD2/NF-kB 6.1%, NOD1 inhibition 3.4%, MT stabilize HCS 2.6, Autophagy mod inactive, M17LAP inhibition -4.9%, Dynein cargo inh cytoplasmic EGFP -0.194, Dynein cargo inh nuclear GR-EGFP -0.353, Dynein cargo inh cell count 0.451, Ins promoter up cell count 1416, b-catenin transl cell count 5 µM 1360, MT stabilize HCS Hoechst-high % 1.7, MT stabilize HCS cytotoxicity % 4.4 and Autophagy mod cell loss 18 h 0.6.
Screening Cc1c(-c2ccccc2)n[nH]c1C(=O)NN returned Dynein cargo inh 1.3, Yfh1-off respiration inactive, b-catenin transl -2.3, Ins promoter up 0.15, HEK293 NOD2/NF-kB 4.9%, NOD1 inhibition -16.0%, MT stabilize HCS 2.1, Autophagy mod inactive, M17LAP inhibition 16.1%, Dynein cargo inh cytoplasmic EGFP -0.289, Dynein cargo inh nuclear GR-EGFP 0.648, Dynein cargo inh cell count -1.75, Ins promoter up cell count 1548, b-catenin transl cell count 5 µM 1139, MT stabilize HCS Hoechst-high % 2.4, MT stabilize HCS cytotoxicity % 8.1 and Autophagy mod cell loss 18 h 1.7.
For COc1ccc(S(=O)(=O)N2CCCC(C(F)(F)F)C2)cc1 (stereo not given) the results were Dynein cargo inh -0.636, Yfh1-off respiration inactive, b-catenin transl -0.8, HEK293 NOD2/NF-kB -7.3%, NOD1 inhibition -8.7%, MT stabilize HCS 4.6, Autophagy mod inactive, M17LAP inhibition 4.9%, Dynein cargo inh cytoplasmic EGFP -0.241, Dynein cargo inh nuclear GR-EGFP -0.53, Dynein cargo inh cell count 0.686, b-catenin transl cell count 5 µM 1513, MT stabilize HCS Hoechst-high % 2.4, MT stabilize HCS cytotoxicity % 8.7 and Autophagy mod cell loss 18 h -1.4.
`Brc1ccc(-c2ccc(/C=N/Nc3nc(N4CCOCC4)nc(N4CCOCC4)n3)o2)cc1` gave Dynein cargo inh 1.33, Yfh1-off respiration inactive, b-catenin transl -3.3, Ins promoter up 0.14, HEK293 NOD2/NF-kB -86.8%, NOD1 inhibition 30.4%, MT stabilize HCS 3.2, Autophagy mod active, M17LAP inhibition 13.9%, Dynein cargo inh cytoplasmic EGFP 0.0741, Dynein cargo inh nuclear GR-EGFP 0.381, Dynein cargo inh cell count -0.56, Ins promoter up cell count 1260, b-catenin transl cell count 5 µM 1062, MT stabilize HCS Hoechst-high % 2.3, MT stabilize HCS cytotoxicity % 6.5 and Autophagy mod cell loss 18 h 15.4*.
CC(C)Oc1cccc(C(=O)O)c1 was read as Dynein cargo inh -0.102, Yfh1-off respiration inactive, b-catenin transl 0.4, Ins promoter up 0.43, HEK293 NOD2/NF-kB -1.6%, NOD1 inhibition -5.4%, MT stabilize HCS 2.0, Autophagy mod inactive, M17LAP inhibition 7.0%, Dynein cargo inh cytoplasmic EGFP 0.252, Dynein cargo inh nuclear GR-EGFP 0.209, Dynein cargo inh cell count 0.00399, Ins promoter up cell count 1203, b-catenin transl cell count 5 µM 1100, MT stabilize HCS Hoechst-high % 2.0, MT stabilize HCS cytotoxicity % 9.7 and Autophagy mod cell loss 18 h 19.8.
`COc1ccc(OC)c(NC(=O)c2ccc(OC3CSC3)cc2)c1` gave Dynein cargo inh -0.147, Yfh1-off respiration inactive, b-catenin transl -0.5, Ins promoter up 0.92, HEK293 NOD2/NF-kB 1.8%, NOD1 inhibition -30.1%, MT stabilize HCS 5.3, Autophagy mod inactive, M17LAP inhibition -4.0%, Dynein cargo inh cytoplasmic EGFP -0.25, Dynein cargo inh nuclear GR-EGFP 0.0403, Dynein cargo inh cell count 0.564, Ins promoter up cell count 1211, b-catenin transl cell count 5 µM 1092, MT stabilize HCS Hoechst-high % 2.1, MT stabilize HCS cytotoxicity % 5.1 and Autophagy mod cell loss 18 h 4.4.
`COc1cc(NC(=O)CN2CCN(c3ccccc3F)CC2)c(C)cc1[N+](=O)[O-]` gave Dynein cargo inh 0.831, Yfh1-off respiration inactive, b-catenin transl -0.7, Ins promoter up -0.1, HEK293 NOD2/NF-kB 10.1%, NOD1 inhibition -16.0%, MT stabilize HCS 1.5, Autophagy mod inactive, M17LAP inhibition 20.6%, Dynein cargo inh cytoplasmic EGFP -0.229, Dynein cargo inh nuclear GR-EGFP 0.344, Dynein cargo inh cell count -0.381, Ins promoter up cell count 1527, b-catenin transl cell count 5 µM 1125, MT stabilize HCS Hoechst-high % 3.3, MT stabilize HCS cytotoxicity % 3.6 and Autophagy mod cell loss 18 h -0.5.
Screening CCNc1nc2c(c(=O)[nH]c(=O)n2C)n1Cc1ccc(F)cc1 returned Dynein cargo inh 0.671, Yfh1-off respiration inactive, b-catenin transl 2.7, Ins promoter up 1.65, HEK293 NOD2/NF-kB 11.4%, NOD1 inhibition -4.6%, MT stabilize HCS 6.1, M17LAP inhibition -8.3%, Dynein cargo inh cytoplasmic EGFP 0.0572, Dynein cargo inh nuclear GR-EGFP 0.791, Dynein cargo inh cell count -0.77, Ins promoter up cell count 1630, b-catenin transl cell count 5 µM 1065, MT stabilize HCS Hoechst-high % 1.7 and MT stabilize HCS cytotoxicity % 6.2.
CC(C)COP(=O)(OCC(C)C)C(O)c1ccc(F)cc1 (stereo not given) was read as Dynein cargo inh 0.0766, Yfh1-off respiration inactive, b-catenin transl -0.5, Ins promoter up -0.42, HEK293 NOD2/NF-kB 22.4%, NOD1 inhibition -5.4%, MT stabilize HCS 6.2, Autophagy mod inactive, M17LAP inhibition 11.1%, Dynein cargo inh cytoplasmic EGFP -0.19, Dynein cargo inh nuclear GR-EGFP -0.179, Dynein cargo inh cell count 0.115, Ins promoter up cell count 1544, b-catenin transl cell count 5 µM 1087, MT stabilize HCS Hoechst-high % 1.8, MT stabilize HCS cytotoxicity % 2.3 and Autophagy mod cell loss 18 h 2.9.
`CC(C)CCn1c(NCCN(C)C)nc2c1c(=O)[nH]c(=O)n2C` gave Dynein cargo inh 2.75, Yfh1-off respiration inactive, b-catenin transl -4.3, HEK293 NOD2/NF-kB -16.4%, NOD1 inhibition 1.6%, MT stabilize HCS 4.4, Autophagy mod inactive, M17LAP inhibition 15.5%, Dynein cargo inh cytoplasmic EGFP -0.0102, Dynein cargo inh nuclear GR-EGFP 1.78, Dynein cargo inh cell count -1.91, b-catenin transl cell count 5 µM 994, MT stabilize HCS Hoechst-high % 3.6, MT stabilize HCS cytotoxicity % 11.0 and Autophagy mod cell loss 18 h -13.3.
For Cc1ccc(C)c(-n2cc(-c3ccc(Cl)cc3)nc2SCC(=O)NC2CCS(=O)(=O)C2)c1 (stereo not given) the results were Dynein cargo inh 0.32, Yfh1-off respiration inactive, b-catenin transl -2.1, Ins promoter up -0.31, HEK293 NOD2/NF-kB -5.7%, NOD1 inhibition -21.4%, MT stabilize HCS 4.5, Autophagy mod inactive, M17LAP inhibition 3.9%, Dynein cargo inh cytoplasmic EGFP -0.14, Dynein cargo inh nuclear GR-EGFP 0.333, Dynein cargo inh cell count -0.605, Ins promoter up cell count 1463, b-catenin transl cell count 5 µM 1098, MT stabilize HCS Hoechst-high % 2.3, MT stabilize HCS cytotoxicity % 12.9 and Autophagy mod cell loss 18 h 9.3.
`COC(=O)c1ccc2c(=O)n(Cc3ccco3)c(SCC(=O)Nc3ccc(C)c(Cl)c3)nc2c1` gave Dynein cargo inh 0.133, Yfh1-off respiration inactive, Ins promoter up -0.64, HEK293 NOD2/NF-kB -1.9%, NOD1 inhibition -43.5%, MT stabilize HCS 3.4, Autophagy mod inactive, M17LAP inhibition 5.8%, Dynein cargo inh cytoplasmic EGFP -0.147, Dynein cargo inh nuclear GR-EGFP 0.25, Dynein cargo inh cell count -0.96, Ins promoter up cell count 1338, MT stabilize HCS Hoechst-high % 2.4, MT stabilize HCS cytotoxicity % 8.1 and Autophagy mod cell loss 18 h 41.6.
C=CCc1cccc2cc(C(=O)NC3CCCC3)c(=O)oc12 was read as Dynein cargo inh 0.228, Yfh1-off respiration inactive, b-catenin transl 0.5, Ins promoter up -0.62, HEK293 NOD2/NF-kB -5.8%, NOD1 inhibition -32.9%, MT stabilize HCS 2.2, Autophagy mod inactive, M17LAP inhibition 1.0%, Dynein cargo inh cytoplasmic EGFP -0.271, Dynein cargo inh nuclear GR-EGFP 0.332, Dynein cargo inh cell count 0.0797, Ins promoter up cell count 1498, b-catenin transl cell count 5 µM 1433, MT stabilize HCS Hoechst-high % 2.3, MT stabilize HCS cytotoxicity % 7.1 and Autophagy mod cell loss 18 h -9.0.
